a7 integrin act: activators of alpha7 integrin expression for muscular dystrophy. Potency, µM (titrated, usually from 38.3 µM), for the others: at the top dose activation, actives largely listed as activators. alpha7betagal myoblasts, beta-gal FDG fluorescence, 48 h. AID 624291. hit rate 0.064% among 350,000;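 also: potency is read from the fitted curve at half-maximal effect; 100% = response of the positive control SU9516; nearly all actives have a fitted effect of over 60% in size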
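Alpha7betagal+/- myoblasts (passage 13) were plated 16-24 hr, then exposed to compounds (1:260 dilution of DMSO stock) for 48 hours at 37C. After MPER lysis, β-galactosidase reporter activity was read as FDG fluorescence (ex 480/em 540) after 30 minutes.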
Eya2 inh: blocks the phosphatase activity of human Eya2. O00167. recombinant Eya2, OMFP fluorescence dephosphorylation (OMFP is methylfluorescein phosphate). Potency, µM (top dose mostly 76.9 µM), for inactives: at the top dose activity, negative = inhibition, hits mostly inhibitors. hit rate 0.006% among 330,000. AID 488837; also: potency is read from the fitted curve at half-maximal effect; % is scaled to controls: 0 for no effect and ±100 for the full control effect
Target sequence (O00167 whole entry, looked up): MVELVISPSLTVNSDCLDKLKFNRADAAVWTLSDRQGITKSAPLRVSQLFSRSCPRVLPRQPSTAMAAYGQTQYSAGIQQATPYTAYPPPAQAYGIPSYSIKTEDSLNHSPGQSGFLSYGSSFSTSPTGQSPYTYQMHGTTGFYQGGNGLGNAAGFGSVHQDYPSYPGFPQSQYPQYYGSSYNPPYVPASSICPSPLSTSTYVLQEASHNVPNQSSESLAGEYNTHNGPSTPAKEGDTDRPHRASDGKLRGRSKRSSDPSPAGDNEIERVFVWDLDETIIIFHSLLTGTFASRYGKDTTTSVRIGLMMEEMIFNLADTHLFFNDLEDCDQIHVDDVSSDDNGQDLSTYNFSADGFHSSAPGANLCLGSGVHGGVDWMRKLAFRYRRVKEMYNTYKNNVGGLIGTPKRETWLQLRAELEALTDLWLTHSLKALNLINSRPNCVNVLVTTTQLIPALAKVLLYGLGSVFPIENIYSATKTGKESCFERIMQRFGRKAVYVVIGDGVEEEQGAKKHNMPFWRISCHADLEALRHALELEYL
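Eya2 (0.2 uM) preincubated 10 min at ambient with compound, then OMFP substrate added at 50 uM; 10 min reaction in 50 mM HEPES pH 7.5, 50 mM NaCl, 5 uM MgCl2, 0.05% BSA, 1 mM DTT. Fluorescence read at Ex 485/Em 525 nm.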
USP2a inh: inhibitors of human ubiquitin-specific protease USP2a; O75604; USP2 core, Ub-CHOP2 coupled fluorogenic reporter, 485/531; Potency, µM (series often up to 38.3 µM), for inactives: at the top dose activity change, negative = inhibition, most hits filed as inhibitors; hit rate 0.01% among 330,000; AID 463254;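 also: potency is read from the fitted curve at half-maximal effect; plate controls were DMSO wells for no effect and full inhibition by NEM control for full effect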
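Deubiquitinase activity read as fluorescence (485/531 nm) after Ub-CHOP2 cleavage activates the enterokinase reporter on its substrate; USP2 core 10nM, Ub-CHOP2 and substrate 25nM each, 30min compound preincubation then 60min RT; data normalized to NEM, curves fitted.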
p53 reactivation: restores transcriptional activity of mutant p53; H1299 p53-A138V BP100-luciferase reporter, luminescence, 24 h; Potency, µM (doses to about 92.2 µM), for inactives: at the highest dose activity change, positive = activation, most hits filed as activators; hit rate 0.063% among 320,000; also: potency is read from the fitted curve at half-maximal effect; % of control where 0% means no effect; nearly all actives have a fitted effect of over 45% in size
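p53-null H1299 cells stably carrying temperature-sensitive p53-A138V and a BP100-luciferase reporter were pinned with compounds (4-point, 1:5 series) and held 24 hrs at 37 deg C. Luminescence was read 10 min after detection reagent.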
B2AR arrestin: recruits beta-arrestin to the human beta2-adrenergic receptor; beta-arrestin recruitment to beta2AR, cell-based reporter; hit rate 0.02% among 330,000; P07550; Potency, µM (highest dose often 46.1 µM), inactives show at the top dose activation, most hits filed as activators;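 also: potency is read from the fitted curve at half-maximal effect; 0% = DMSO controls and full agonism = EC100 isoproterenol or metaproterenol; nearly all actives have a fitted effect of over 65% in size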
TRPV1 ag: activates the human vanilloid receptor TRPV1; activation, % at 8.33 µM; Q8NER1; TRPV1-expressing cells, Fluo-8 calcium influx, agonist mode; hit rate 0.19% among 320,000; AID 540275; in the data active = activation above about 80%; inconclusive = between about 30% and that limit; also: 0% is about no effect
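TRPV1-expressing cells were cultured overnight at 35.5C and loaded with Fluo-8 calcium dye for 40 to 90 min at room temperature. After a 10 s baseline, compound was added and calcium influx was read kinetically for 3 min (ex 480/em 520 nm).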
uPA generation: cell surface uPA generation inhibition | cell surface uPA generation assay, qHTS | hit rate 0.31% among 330,000 | Potency, µM (series often up to 38.3 µM), for inactives: at the highest dose activity change, negative = inhibition, most hits filed as inhibitors; active = well fitted inhibition curve with a large enough effect; inconclusive = small, poorly fitted or top-dose-only effect; inactive = no such curve, though single readings can be large or run the other way; tested in mouse RAW 264.7 cells; also: potency is read from the fitted curve at half-maximal effect; % is scaled to controls: 0 for no effect and ±100 for the full control effect; nearly all actives have a fitted effect of over 55% in size
TSG101-PTAP inh: blocks PTAP/TSG101 interaction to inhibit HIV-1 budding; Fluorescence polarization, FITC-PTAP peptide / Tsg101 binding; Potency, µM (doses to about 115 µM), without a hit: at the highest dose activity change, negative = inhibition, actives largely listed as inhibitors; 340,000 tested, under 10 active; Q99816; active = well fitted inhibition curve with a large enough effect in the main read-out, with a control signal flat, not every such curve was filed as active; inconclusive = small, poorly fitted or top-dose-only effect, or effect the other way, or a change in a side signal; inactive = no such curve, though single readings can be large or run the other way; also: potency is read from the fitted curve at half-maximal effect; % of control where 0% means no effect
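Steps: Tsg101 binding domain dispensed (10 uM final), compounds pinned in DMSO, FITC-labeled PTAP-motif peptide added (50 nM final); after 20 min binding at room temperature, polarization measured.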
S-ASM inh: blocks human secretory acid sphingomyelinase; placental ASM, HMU-PC fluorogenic substrate, 60 min; Potency, µM (doses to about 57.5 µM), inactives show at the highest dose activity change, negative = inhibition, usual class: inhibitors; hit rate 0.006% among 340,000; AID 504937; also: potency is read from the fitted curve at half-maximal effect
Target sequence (P17405 47-631 limits assumed): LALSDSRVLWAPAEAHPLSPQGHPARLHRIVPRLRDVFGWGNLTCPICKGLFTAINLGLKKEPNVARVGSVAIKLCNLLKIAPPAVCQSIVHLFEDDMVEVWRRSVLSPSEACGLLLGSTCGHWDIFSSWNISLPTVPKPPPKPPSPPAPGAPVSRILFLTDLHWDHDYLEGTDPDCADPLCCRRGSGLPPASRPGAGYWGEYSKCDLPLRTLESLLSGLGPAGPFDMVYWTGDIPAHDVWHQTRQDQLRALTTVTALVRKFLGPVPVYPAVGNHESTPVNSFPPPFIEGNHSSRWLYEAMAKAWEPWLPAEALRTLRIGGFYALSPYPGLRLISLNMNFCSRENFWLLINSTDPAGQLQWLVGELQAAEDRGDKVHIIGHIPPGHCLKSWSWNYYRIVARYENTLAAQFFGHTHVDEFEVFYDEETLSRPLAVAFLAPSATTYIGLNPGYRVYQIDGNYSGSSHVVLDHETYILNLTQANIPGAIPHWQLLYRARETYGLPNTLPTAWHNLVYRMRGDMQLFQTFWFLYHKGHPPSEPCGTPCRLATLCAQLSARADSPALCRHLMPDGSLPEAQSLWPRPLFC
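Human placenta-derived ASM enzyme was preincubated with compound for 10 minutes at room temperature, then given fluorogenic substrate HMU-PC0 (9 uM final) for 60 minutes at 37 °C; a pH 10 stop preceded fluorescence reading at Ex 386/Em 447 nm.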
BRCA1 expr act: activators of BRCA1 expression; Potency, µM (top dose mostly 46.1 µM), inactives show at the highest dose activation, most hits filed as activators; AID 624202; MCF7-BRCA1-FFLuc reporter, luminescence, 48 h; response scale: scaled: vehicle 0%, 10 µM genistein 100%; hit rate 1.1% among 380,000; also: potency is read from the fitted curve at half-maximal effect; nearly all actives have a fitted effect of over 80% in size; some results filed as inactive show a strong effect at the top dose
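MCF7-BRCA1-FFLuc cells, 2000/well in phenol-red-free MEM, attached 2 h then treated 48 h at 37 C. Luciferase luminescence read 15 min after reagent; normalized to genistein maximum activation (10microM) and DMSO, concentration-response fitted.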
ELG1 genotoxic: inducers of genotoxicity in HEK293T ELG1-luciferase cells | HEK293T ELG1-luciferase reporter, luminescence, 16 h | Potency, µM (titrated, usually from 46 µM), for the others: at the highest dose activity change, positive = activation, most hits filed as activators | hit rate 1.3% among 330,000 | AID 504466; also: potency is read from the fitted curve at half-maximal effect; % of control where 0% means no effect; nearly all actives have a fitted effect of over 60% in size
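Step 1: seed 2,000 HEK293T ELG1-luciferase cells per well. Step 2: add compound or DMSO, incubate 16 hr at 37 °C. Step 3: ONE-Glo, 30 min at room temperature, read luminescence.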
Starred values were filed as active, the others as inactive; u = inconclusive; x = no result given; & = joins results of further samples; [ ] = dose if it differs, or a comment. Unless noted, calls follow the shape of the dose curve; as a rule, active = well fitted curve in the direction sought with a large enough effect; inconclusive = small, poorly fitted or top-dose-only effect, or another doubt; inactive = no such curve, though single readings can be large; an effect the other way counts as inactive or inconclusive.

SMILES	a7 integrin act	Eya2 inh	USP2a inh	p53 reactivation	B2AR arrestin	TRPV1 ag	uPA generation	TSG101-PTAP inh	S-ASM inh	BRCA1 expr act	ELG1 genotoxic
CCOC(=O)C1=C(C)NC(=O)NC1/C(C)=C/c1ccccc1 (stereo unspecified)	11%	-11%	2%	-10%	-1.0%	1	x	-2%	-2%	-6%	-2%
COc1ccccc1NC(=S)N(Cc1ccccc1)Cc1cccnc1	-29%	-9%	2%	0%	-0.2%	3	-1%	0%	2%	-13%	-16%
COc1cc(Cl)ccc1NC(=S)N(CCN1CCOCC1)C1CCN(C(C)=O)CC1	-20%	4%	3%	-3%	0.1%	0	6%	0%	4%	-6%	6%
Fc1ccc(-n2cc(-c3ccccc3)c3c(N4CCOCC4)ncnc32)cc1	14%	-2%	0%	-2%	-0.1%	13	7%	-1%	-8%	-43%	-11%
CCCCOc1ccc(C(=O)NC(=S)Nc2ccc(CN3CCOCC3)cc2)cc1	-8%	0%	0%	-8%	-0.5%	1	6%	3%	-2%	0%	1%
Cc1ccc(N(CC(=O)Nc2cc(C)ccc2C)S(C)(=O)=O)cc1	u	6%	2%	5%	0.4%	-2	4%	-5%	1%	1%	-1%
O=C(CCCNC(=O)c1ccc(Cl)cc1)Nc1cccc(S(=O)(=O)N2CCCCC2)c1	-4%	1%	1%	-12%	-0.9%	1	2%	-10%	-4%	-20%	-1%
Cc1cc(C)n2c(SCC(=O)Nc3ccccc3)nnc2n1	2%	1%	3%	1%	-1.2%	-2	-4%	-1%	-3%	8%	0%
CCOC(=O)C1CCCN(C(=O)c2ccccc2NC(=O)C2=C(C)OCCS2)C1 (stereo unspecified)	u	17%	2%	2%	0.4%	-5	-3%	-4%	2%	1%	0%
CCCCC[C@@H]1C=C(C(=O)O)[C@H](c2ccc(C#N)cc2)N1S(=O)(=O)c1ccc(C)cc1	-15%	-1%	-2%	-8%	0.0%	x	-3%	-9%	9%	-1%	0%
CC(C)=C(NC(=O)c1ccccc1)C(=O)NCCc1nc2ccccc2[nH]1	23%	7%	4%	-3%	0.4%	0	1%	-2%	6%	9%	0%
Cc1cccc(N(C(=O)Cc2cccs2)C(C(=O)NC2CCCC2)c2ccncc2)c1 (stereo unspecified)	-160%[inhibitor]	1%	2%	0%	-0.8%	26	x	0%	-3%	-3%	-3%
CCn1c(N2CCC(C)CC2)nc2c1c(=O)n(C)c(=O)n2C	-5%	11%	-3%	6%	-0.1%	1	-20%	0%	-2%	4%	0%
O=C(COC(=O)CNC(=O)c1ccccc1F)NCCC1=CCCCC1	-28%	1%	4%	2%	-0.5%	16	7%	-2%	2%	-22%	-1%
CCOC(=O)c1cnc(SCC(=O)N2CCN(c3ccccc3)CC2)nc1N	14%	5%	0%	-9%	0.3%	19	-4%	-2%	-3%	1%	1%
CCOc1ccc(C2C(C(=O)c3ccc(C)o3)=C(O)C(=O)N2c2nc(C)c(C(=O)OC)s2)cc1 (stereo unspecified)	16%	-1%	-3%	21%	-1.0%	16	u	-14%	6%	67%	14%
CSCC(C)N1CCC(n2nccc2NC(=O)c2ccc3c(c2)OCO3)CC1 (stereo unspecified)	-15%	-4%	2%	-2%	-0.5%	-1	4%	-19%	5%	5%	1%
CC(=O)NC(CC(=O)OC(C)C(=O)Nc1ccc(Cl)cn1)c1ccccc1 (stereo unspecified)	16%	1%	1%	0%	-0.3%	-1	-5%	-2%	3%	-5%	-3%
O=C(CSCc1ccccc1)NCc1ccc2c(c1)OCO2	10%	32%	2%	-1%	-0.2%	23	-4%	0%	1%	u	8%
CC(=O)N1c2ccc(S(=O)(=O)N3CCCC(C(=O)Nc4cc(C)cc(C)c4)C3)cc2CC1C (stereo unspecified)	5%	-5%	1%	x	-0.9%	2	13%	-11%	-3%	-20%	1%
C=CCN(C(=O)c1csnn1)C(C(=O)NC1CCCC1)c1ccc(F)cc1 (stereo unspecified)	u	-17%	1%	-1%	0.4%	0	-4%	-5%	-1%	-15%	1%
O=C(NCCN1CCOCC1)c1c(Cl)cccc1Cl	-15%	3%	-1%	x	-0.2%	0	-1%	0%	0%	-2%	-1%
CCO[C@H]1OC(C(=O)N2CCN(Cc3ccccc3)CC2)=C[C@@H](C)[C@@H]1CCCO	0%	-2%	3%	3%	3.3%	1	-5%	x	0%	10%	3%
COc1ccccc1CNC(=O)c1ccc(Cl)c(S(=O)(=O)N2CCCC2)c1	-3%	-12%	3%	3%	-0.6%	x	15%	-2%	0%	3%	-1%
Cc1cc(C(=O)N/N=C2/CC(C)CC(C)(C)C2)c(C)o1 (stereo unspecified)	12%	-1%	-1%	3%	0.0%	9	1%	3%	3%	-36%	-4%

Other entries follow:
SMILES	a7 integrin act	Eya2 inh	USP2a inh	p53 reactivation	B2AR arrestin	TRPV1 ag	uPA generation	TSG101-PTAP inh	S-ASM inh	BRCA1 expr act	ELG1 genotoxic
CC1(C)CC2(C)OCCN2C(=S)N1 (stereo unspecified)	20%&1%	8%	0%	-2%	4.0%	1	3%	1%	1%	2%&5%	-1%
COc1ccc(-c2cc(C(=O)OCC(=O)N(C)C3CCS(=O)(=O)C3)c3ccccc3n2)cc1OC (stereo unspecified)	5%	8%	0%	2%	-0.7%	4	-13%	-3%	23%	43%	-9%
CCCOc1ccc(C(F)(F)F)cc1NC(=O)CN1C(=O)C(=O)N(CC)C1=O	18%	8%	-1%	11%	-3.7%	3	4%	0%	0%	-2%	0%
CCc1cccc(CC)c1NC(=O)CO/N=C(\N)CC(=O)NC1CCCCC1	12%	u	-2%	-5%	0.0%	-2	-2%	-1%	2%	-8%	-4%
COc1ccc(OC)c(-n2c(SCC(=O)Nc3cc(C)on3)nnc2-c2c[nH]c3ccccc23)c1	5%	0%	-7%	-2%	0.1%	1	18%	-2%	-3%	-33%	0%
O=C(Cc1ccccc1Cl)Nc1cc(S(=O)(=O)N2CCOCC2)ccc1N1CCOCC1	-3%	-6%	1%	1%	0.4%	9	1%	-5%	-3%	-5%	1%
N#C/C(=C/c1ccc(-c2ccc(C(=O)O)c(Cl)c2)o1)C(=O)NCC1CCCO1 (stereo unspecified)	8%	2%	1%	13%	-0.3%	2	0%	-2%	23%	27%	-1%
O=C(Cn1cc(C(F)(F)F)ccc1=O)NCCc1ccc(Cl)cc1Cl	-23%	1%	3%	-12%	-0.4%	14	7%	-1%	2%	18%	-1%
Fc1ccccc1NC(=S)Nc1ccc(CN2CCOCC2)cc1	13%	-19%	10%	u	-0.5%	0	2%	2%	-3%	38%	8%
COc1cccc(CN2CCN(c3cccc(C(F)(F)F)c3)CC2)c1OC	-6%	-4%	2%	-3%	-0.2%	4	22%	x	-1%	-5%	-7%
Cc1noc2ncnc(N3CCCC3)c12	19%	-1%	10%	-3%	0.0%	-5	11%	0%	2%	-10%	-4%
CC(=O)N1CCc2cc(S(=O)(=O)CCC(=O)N(C)c3cc(C)ccc3C)ccc21	0%	-12%	0%	-6%	-0.9%	10	-4%	1%	3%	1%	0%
Cc1cccn2c(=O)c(C=O)c(N3CCC4(CC3)OCCO4)nc12	14%	17%	1%	-1%	2.3%	2	1%	-1%	5%	8%	4%

3 entries out of the list above, sorted by the number in a7 integrin act, lowest first.
compound	a7 integrin act
COc1cc(Cl)ccc1NC(=S)N(CCN1CCOCC1)C1CCN(C(C)=O)CC1	-20%
COc1cccc(CN2CCN(c3cccc(C(F)(F)F)c3)CC2)c1OC	-6%
Cc1noc2ncnc(N3CCCC3)c12	19%

As entered above:
Entry for Cc1ccc(N(CC(=O)Nc2cc(C)ccc2C)S(C)(=O)=O)cc1 under B2AR arrestin: 0.4%
Entry for CCO[C@H]1OC(C(=O)N2CCN(Cc3ccccc3)CC2)=C[C@@H](C)[C@@H]1CCCO under B2AR arrestin: 3.3%

Entries from the list above that have an NH in an aromatic ring (two):
SMILES	a7 integrin act	Eya2 inh	USP2a inh	p53 reactivation	B2AR arrestin	TRPV1 ag	uPA generation	TSG101-PTAP inh	S-ASM inh	BRCA1 expr act	ELG1 genotoxic
CC(C)=C(NC(=O)c1ccccc1)C(=O)NCCc1nc2ccccc2[nH]1	23%	7%	4%	-3%	0.4%	0	1%	-2%	6%	9%	0%
COc1ccc(OC)c(-n2c(SCC(=O)Nc3cc(C)on3)nnc2-c2c[nH]c3ccccc23)c1	5%	0%	-7%	-2%	0.1%	1	18%	-2%	-3%	-33%	0%

Bioassay records deposited in PubChem BioAssay by National Center for Advancing Translational Sciences (NCATS).
